CCR6 antagonist: CCR6 (human) receptor antagonism. AID 493098. CHO-K1 CCR6 PathHunter beta-arrestin, luminescence, CCL20-stimulated. P51684. inhibition, % at 20 µM. actives 0.49% (n = 340,000);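 active = compounds whose inhibition of the agonist-driven luminescence signal at 20 µM reaches about 50%, limit read from the data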;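 note: cells stimulated with CCL20 at 14 nM final; plate controls were DMSO with CCL20 for no effect and DMSO without agonist for full effect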
Target sequence (P51684 whole entry, looked up): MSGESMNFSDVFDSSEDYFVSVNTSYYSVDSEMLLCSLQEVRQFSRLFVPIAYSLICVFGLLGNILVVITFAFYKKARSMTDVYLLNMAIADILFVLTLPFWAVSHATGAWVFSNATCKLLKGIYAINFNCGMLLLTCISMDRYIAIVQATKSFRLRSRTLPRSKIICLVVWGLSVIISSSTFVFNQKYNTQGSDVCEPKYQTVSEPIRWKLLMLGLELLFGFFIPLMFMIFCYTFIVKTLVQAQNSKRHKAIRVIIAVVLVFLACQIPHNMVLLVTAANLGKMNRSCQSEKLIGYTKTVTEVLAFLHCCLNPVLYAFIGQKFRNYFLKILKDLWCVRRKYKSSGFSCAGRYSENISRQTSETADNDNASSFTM
APJ antag: APJ receptor antagonism; CHO-K1 APJ beta-arrestin complementation, luminescence; inhibition, % at 20 µM; actives 0.32% (n = 330,000);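 active = inhibition above about 40% at 20 µM, limit read from the data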;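 note: cells challenged with 10 nM apelin-13 agonist together with compound; plate controls were apelin-13 plus DMSO wells for no effect and DMSO wells lacking apelin-13 for full effect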
Target sequence (P35414 whole entry, looked up): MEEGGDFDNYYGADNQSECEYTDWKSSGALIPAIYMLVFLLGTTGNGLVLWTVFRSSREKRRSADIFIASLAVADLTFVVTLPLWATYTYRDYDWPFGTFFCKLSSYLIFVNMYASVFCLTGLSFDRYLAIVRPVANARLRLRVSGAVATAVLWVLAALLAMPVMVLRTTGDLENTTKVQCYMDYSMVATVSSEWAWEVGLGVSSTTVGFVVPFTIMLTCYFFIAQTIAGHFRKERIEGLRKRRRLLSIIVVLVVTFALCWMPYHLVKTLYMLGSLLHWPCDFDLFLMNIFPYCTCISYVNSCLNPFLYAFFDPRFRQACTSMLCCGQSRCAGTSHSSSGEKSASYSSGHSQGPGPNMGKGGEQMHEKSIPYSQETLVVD
APJ ag: activates the human apelin receptor APJ. activation, % at 20 µM. CHO-K1 APJ PathHunter beta-arrestin, luminescence; 0% DMSO wells, 100% apelin. actives 0.11% (n = 330,000);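 active = activation more than six SD over the plate average, tested at 20 µM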;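 note: 0% = DMSO alone and 100% = apelin-13 at 10 nM; some results filed as inactive read as strong as hits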
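Assay system: CHO-K1 APJ beta-arrestin complementation cell line / Compound: single test compound dose, 20 µM final, 1% DMSO / Times: overnight seeding, 90 min compound at 25 °C, 1 h detection / Technique: beta-gal luminescence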
tim23-1 inh: inhibits growth of tim23-1 mutant yeast; S. cerevisiae tim23-1 growth, BacTiter-Glo luminescence, 24 h; actives 1.3% (n = 330,000); inhibition, % at 20 µM;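 active = growth inhibition of the mutant yeast at or above 50%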;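 note: temperature-sensitive mutant grown at 25 °C; plate controls were DMSO-treated mutant yeast for no effect and medium wells lacking yeast for full effect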
CHOP UPR activ: activators of apoptotic arm of unfolded protein response (CHOP); AID 449763; actives 0.34% (n = 330,000); activation, % at 10 µM; CHO-CHOP luciferase reporter, UPR activation, luminescence; percent of tunicamycin response over DMSO baseline;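 active = at 10 µM dose, activation of 40% or more, normalized to positive control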;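 note: 100% = tunicamycin at 10 µg/mL and 0% = DMSO alone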
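System: CHO-CHOP luciferase reporter cell line | Buffer or medium: F12 medium containing 10% fetal bovine serum | Doses: One dose, 10 µM in 0.5% DMSO | Times: 6 h compound exposure at 37 °C after overnight seeding | Signal: Luciferase luminescence | Read-out: % activation vs tunicamycin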
EBI2 antag: antagonists of human EBI2 receptor. P32249. EBI2 beta-arrestin recruitment, luminescence, 7a,25-OHC stimulated. inhibition, % at 5 µM. actives 0.81% (n = 360,000). AID 651636; in the data active = inhibition above about 38%;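 note: enzyme fragment complementation signal reports receptor beta-arrestin coupling in cells; 0% = agonist plus DMSO wells and 100% = wells without agonist; some results beyond the cut were filed as inactive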
XBP1 UPR activ: activators of adaptive arm of unfolded protein response (XBP1); CHO-XBP1 luciferase reporter, IRE1-XBP1 UPR activation, luminescence; percent of tunicamycin response, DMSO as zero; actives 0.33% (n = 330,000); activation, % at 20 µM;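 active = versus positive control, 20 µM dose yields 30% or more activation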;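 note: 100% = tunicamycin at 10 µg/mL and 0% = DMSO only wells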
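Signal: luciferase luminescence; Assay system: CHO-XBP1 luciferase reporter cells; Amount: one thousand reporter cells per well; Dosing: 20 µM single concentration, DMSO 1%; Benchmarks: high control tunicamycin 10 µg/mL final, low control DMSO vehicle only; Schedule: 6 h compound exposure at 37 °C, 5% CO2; Evaluation: percent activation relative to tunicamycin reference.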
CXCR6 inh: CXCR6 (human) receptor inhibition; CHO-K1 PathHunter CXCR6 beta-arrestin, luminescence; inhibition, % at 20 µM; actives 0.36% (n = 360,000); in the data active = inhibition above about 34%, passing the limit was not always enough;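 note: antagonist mode with CXCL16 agonist at 10 nM final; 0% = 10 nM CXCL16 with DMSO and 100% = unstimulated wells without agonist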
Mdm2 MdmX PPI: inhibitors of human Mdm2/MdmX interaction | O15151+Q00987 | SaOS-2 split-luciferase Mdm2/MdmX complementation, luminescence | inhibition, % at 8 µM | actives 3% (n = 330,000);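 active = inhibition of at least 50% at 8 µM in the primary screen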
* marks the source's active call; other numbers are inactive results.

How did CCNCc1cc(OCC)c(OCC(=O)NCCc2ccccc2)cc1Cl do in these assays?
CCR6 antagonist: 4; APJ antag: -6; APJ ag: -4; tim23-1 inh: -1; CHOP UPR activ: -1.4; EBI2 antag: -5; XBP1 UPR activ: -1; CXCR6 inh: -2; Mdm2 MdmX PPI: 17

What do the screens show for `CC(=O)NC1=NN(C(C)=O)C(C)(c2ccc3ccccc3c2)S1` (configuration not stated)?
CCR6 antagonist: 1; APJ antag: -11; APJ ag: 0; tim23-1 inh: 10; CHOP UPR activ: -0.3; EBI2 antag: 3; XBP1 UPR activ: -1; CXCR6 inh: -1; Mdm2 MdmX PPI: 21

Results for CCN(CC(=O)Nc1ccc(NC(C)=O)cc1)C(=O)Cc1ccc(Cl)c(Cl)c1 ?
CCR6 antagonist: -3; APJ antag: -5; APJ ag: 2; tim23-1 inh: 4; CHOP UPR activ: 0.8; EBI2 antag: -4; XBP1 UPR activ: 1; CXCR6 inh: 2; Mdm2 MdmX PPI: 8

How did CCC1=C2CC[C@H]3C(=O)N(c4ccccc4)C(=O)[C@H]3[C@H]2[C@@]2(C)C(=NCC3CC3)OC(=O)N2C1=O do in these assays?
CCR6 antagonist: -4; APJ antag: -8; APJ ag: -4; tim23-1 inh: -5; CHOP UPR activ: -1.2; EBI2 antag: -4; XBP1 UPR activ: -3; CXCR6 inh: 3; Mdm2 MdmX PPI: -19

Results for O=c1[nH]c(CN2CCN(C/C=C/c3ccccc3)CC2)nc2ccccc12 ?
CCR6 antagonist: 13; APJ antag: 10; APJ ag: 3; tim23-1 inh: 19; CHOP UPR activ: -0.7; EBI2 antag: 21; XBP1 UPR activ: -2; CXCR6 inh: -1; Mdm2 MdmX PPI: -8

What do the screens show for `O=C(/C=C/c1ccc([N+](=O)[O-])s1)N1CCN(c2ccccc2)CC1`?
CCR6 antagonist: 0; APJ antag: -60; APJ ag: 1; tim23-1 inh: 33; CHOP UPR activ: 1.2; EBI2 antag: 38; XBP1 UPR activ: -4; CXCR6 inh: -2; Mdm2 MdmX PPI: 16

How did CCOCCCNC(=O)C(Cc1ccccc1)NS(=O)(=O)c1cccc2nsnc12 (configuration not stated) do in these assays?
CCR6 antagonist: 3; APJ antag: -13; APJ ag: -3; tim23-1 inh: 12; CHOP UPR activ: -0.1; EBI2 antag: -13; XBP1 UPR activ: 3; CXCR6 inh: -5; Mdm2 MdmX PPI: -1

What do the screens show for `CC(C)OP(=O)(OC(C)C)C(NC(=O)c1ccccc1)C(N)=O` (configuration not stated)?
CCR6 antagonist: -13; APJ antag: 7; APJ ag: -2; tim23-1 inh: 4; CHOP UPR activ: 2.0; EBI2 antag: -14; XBP1 UPR activ: -1; CXCR6 inh: 7; Mdm2 MdmX PPI: 4

How did CCOc1[nH]n(-c2ccc(Cl)cc2)c(=O)c1C=NCc1cccnc1 do in these assays?
CCR6 antagonist: 3; APJ antag: -10; APJ ag: 3; tim23-1 inh: -6; CHOP UPR activ: -0.7; EBI2 antag: 13; XBP1 UPR activ: 0; CXCR6 inh: 7; Mdm2 MdmX PPI: 9

How did Cc1nn(CCC(=O)N2CCN(S(=O)(=O)c3ccc(Cl)cc3)CC2)c(C)c1C do in these assays?
CCR6 antagonist: 12; APJ antag: 0; APJ ag: 1; tim23-1 inh: 9; CHOP UPR activ: 1.0; EBI2 antag: 13; XBP1 UPR activ: -5; CXCR6 inh: 0; Mdm2 MdmX PPI: 22

Results for O=C1CC(c2ccccc2)CC(O)=C1C=NC1CCCC1 (configuration not stated) ?
CCR6 antagonist: 20; APJ antag: 14; APJ ag: -1; tim23-1 inh: 13; CHOP UPR activ: 1.7; EBI2 antag: -5; XBP1 UPR activ: 0; CXCR6 inh: -3; Mdm2 MdmX PPI: -9

How did Cc1ccc(S(=O)(=O)N(CC(=O)NCCSc2ccccn2)c2cc(C)cc(C)c2)cc1 do in these assays?
CCR6 antagonist: 20; APJ antag: 11; APJ ag: -1; tim23-1 inh: 41; CHOP UPR activ: -1.7; EBI2 antag: 0; XBP1 UPR activ: -5; CXCR6 inh: 13; Mdm2 MdmX PPI: 20

Results for CC(=O)N1N=C(c2c(-c3ccccc3)c3cc(C)ccc3[nH]c2=O)CC1c1ccco1 (configuration not stated) ?
CCR6 antagonist: 23; APJ antag: 33; APJ ag: -2; tim23-1 inh: 23; CHOP UPR activ: 0.6; EBI2 antag: -2; XBP1 UPR activ: -3; CXCR6 inh: 0; Mdm2 MdmX PPI: 22

What do the screens show for `CC(C)c1onc(C(=O)NC2CCCC2)c1[N+](=O)[O-]`?
CCR6 antagonist: -8; APJ antag: 4; APJ ag: -2; tim23-1 inh: 7; CHOP UPR activ: -0.2; EBI2 antag: -3; XBP1 UPR activ: -1; CXCR6 inh: -8; Mdm2 MdmX PPI: -5

Results for CCOC(=O)C1C(=O)N(C(=O)c2cncc(Br)c2)CC1c1ccccc1 (configuration not stated) ?
CCR6 antagonist: 6; APJ antag: 3; APJ ag: 0; tim23-1 inh: 15; CHOP UPR activ: -2.2; EBI2 antag: -2; XBP1 UPR activ: -1; CXCR6 inh: 10; Mdm2 MdmX PPI: -8

How did COc1cc(NC(=S)Nc2cccc(Cl)c2Cl)c(OC)cc1Cl do in these assays?
CCR6 antagonist: 16; APJ antag: 4; APJ ag: -5; tim23-1 inh: 37; CHOP UPR activ: -0.7; EBI2 antag: 1; XBP1 UPR activ: -4; CXCR6 inh: 2; Mdm2 MdmX PPI: -3

Results for Cc1ccccc1OCCC(=O)Nc1ccccc1C(=O)NC1CC1 ?
CCR6 antagonist: 15; APJ antag: -18; APJ ag: 6; tim23-1 inh: 1; CHOP UPR activ: 1.1; EBI2 antag: -4; XBP1 UPR activ: -2; CXCR6 inh: 13; Mdm2 MdmX PPI: 9

What do the screens show for `NC(=O)[C@@H]1CCCCNc2c(I)cc([N+](=O)[O-])cc2C(=O)N[C@@H](CCC(=O)O)C(=O)N[C@@H](CO)C(=O)N1`?
CCR6 antagonist: -6; APJ antag: -80; APJ ag: 11; tim23-1 inh: -8; CHOP UPR activ: 0.2; EBI2 antag: -18; XBP1 UPR activ: 0; CXCR6 inh: -7; Mdm2 MdmX PPI: -3

Results for CC1=C(C(=O)Nc2ccccc2)C(c2ccccc2[N+](=O)[O-])NC(=O)N1 (configuration not stated) ?
CCR6 antagonist: -4; APJ antag: -12; APJ ag: 4; tim23-1 inh: 8; CHOP UPR activ: 0.9; EBI2 antag: 4; XBP1 UPR activ: 1; CXCR6 inh: 3; Mdm2 MdmX PPI: 12

How did CCN(CC)/C(=N/S(=O)(=O)c1ccc(C)cc1)c1ccccc1 do in these assays?
CCR6 antagonist: 2; APJ antag: -11; APJ ag: -2; tim23-1 inh: -39; CHOP UPR activ: -2.2; EBI2 antag: -5; XBP1 UPR activ: -4; CXCR6 inh: 3; Mdm2 MdmX PPI: -3

What do the screens show for `OC1(c2cccc(C(F)(F)F)c2)CCN(CCN2CCCCC2)CC1`?
CCR6 antagonist: -6; APJ antag: 8; APJ ag: -1; tim23-1 inh: 3; CHOP UPR activ: -0.4; EBI2 antag: -13; XBP1 UPR activ: -2; CXCR6 inh: -2; Mdm2 MdmX PPI: 19

How did CCOC(=O)c1cc(CC)sc1NC(=O)COC do in these assays?
CCR6 antagonist: 8; APJ antag: -11; APJ ag: -5; tim23-1 inh: 8; CHOP UPR activ: 0.2; EBI2 antag: -5; XBP1 UPR activ: 1; CXCR6 inh: 2; Mdm2 MdmX PPI: 9

How did CN(C)C(=C(C#N)C#N)N1CCN(c2ccc(Cl)cc2)CC1 do in these assays?
CCR6 antagonist: 18; APJ antag: 3; APJ ag: -2; tim23-1 inh: 1; CHOP UPR activ: 0.6; EBI2 antag: 3; XBP1 UPR activ: -3; CXCR6 inh: 0; Mdm2 MdmX PPI: -18

What do the screens show for `OCc1nc2ccc(Cl)cc2[nH]1`?
CCR6 antagonist: -2; APJ antag: -3; APJ ag: 1; tim23-1 inh: -6; CHOP UPR activ: -0.3; EBI2 antag: -3; XBP1 UPR activ: -1; CXCR6 inh: -8; Mdm2 MdmX PPI: 11

Results for O=[N+]([O-])c1cccnc1Sc1ccc(Cl)cc1 ?
CCR6 antagonist: 5; APJ antag: -13; APJ ag: -3; tim23-1 inh: 16; CHOP UPR activ: 4.6; EBI2 antag: 7; XBP1 UPR activ: 0; CXCR6 inh: -21; Mdm2 MdmX PPI: 10

What do the screens show for `Cc1ccc(NC(=O)Nc2cnccn2)cc1Cl`?
CCR6 antagonist: 11; APJ antag: 12; APJ ag: -5; tim23-1 inh: -5; CHOP UPR activ: 0.0; EBI2 antag: 0; XBP1 UPR activ: 3; CXCR6 inh: 4; Mdm2 MdmX PPI: -8

How did CC(=O)c1cn(C)c(=O)n(C)c1=O do in these assays?
CCR6 antagonist: -4; APJ antag: 8; APJ ag: -1; tim23-1 inh: 5; CHOP UPR activ: -0.1; EBI2 antag: 1; XBP1 UPR activ: 0; CXCR6 inh: -5; Mdm2 MdmX PPI: -21

How did Cc1ccc(NC(=O)Nc2ccon2)cc1 do in these assays?
CCR6 antagonist: 8; APJ antag: 10; APJ ag: 0; tim23-1 inh: 5; CHOP UPR activ: 2.7; EBI2 antag: -4; XBP1 UPR activ: 0; CXCR6 inh: -8; Mdm2 MdmX PPI: 6

Results for C=CCn1c(=O)/c(=C/c2ccc(O)cc2)s/c1=C(/C#N)c1nnc2n1CCCCC2 ?
CCR6 antagonist: 42; APJ antag: 32; APJ ag: -7; tim23-1 inh: 24; CHOP UPR activ: -0.6; EBI2 antag: 14; XBP1 UPR activ: 3; CXCR6 inh: 22; Mdm2 MdmX PPI: 4

Some of these compounds in order of formula weight, low to high:
How did CN(C)C(=C(C#N)C#N)N1CCN(c2ccc(Cl)cc2)CC1 do in these assays?
CCR6 antagonist: 18; APJ antag: 3; APJ ag: -2; tim23-1 inh: 1; CHOP UPR activ: 0.6; EBI2 antag: 3; XBP1 UPR activ: -3; CXCR6 inh: 0; Mdm2 MdmX PPI: -18

Results for CC(=O)N1N=C(c2c(-c3ccccc3)c3cc(C)ccc3[nH]c2=O)CC1c1ccco1 (configuration not stated) ?
CCR6 antagonist: 23; APJ antag: 33; APJ ag: -2; tim23-1 inh: 23; CHOP UPR activ: 0.6; EBI2 antag: -2; XBP1 UPR activ: -3; CXCR6 inh: 0; Mdm2 MdmX PPI: 22

Results for C=CCn1c(=O)/c(=C/c2ccc(O)cc2)s/c1=C(/C#N)c1nnc2n1CCCCC2 ?
CCR6 antagonist: 42; APJ antag: 32; APJ ag: -7; tim23-1 inh: 24; CHOP UPR activ: -0.6; EBI2 antag: 14; XBP1 UPR activ: 3; CXCR6 inh: 22; Mdm2 MdmX PPI: 4

High-throughput results deposited in PubChem BioAssay by Sanford-Burnham Center for Chemical Genomics.

Some of the compounds tested; count on the stated rates, not on these rows.
